Bioassay records from PubChem.
Coupling enz: inhibits coupling enzyme system, counter-screen for aldolase hits; AID 2472; coupling enzyme system counterscreen, AmpLite Red fluorescence; 0.67% of 290,000 active; activity change, negative = inhibition, % at 58.2 µM, hits read low; in the data active = activity change below about -30%; also: % is scaled to controls: 0 for no effect and ±100 for the full control effect
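Activity here indicates interference with the coupling reaction, not aldolase inhibition. Compounds at 57.5 uM final met coupling enzymes for 10 min at RT; substrate and AmpLite Red detection followed, with a 525/598 nm fluorescence read after 20 min.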
ASM inhibitor: blocks human secretory acid sphingomyelinase | placental ASM, HMU-PC fluorogenic substrate, 60 min | AID 504937 | Potency, µM (highest dose often 57.5 µM), inactives show top-dose activity change, negative = inhibition, most hits filed as inhibitors | P17405 | 0.006% of 340,000 active; also: potency is read from the fitted curve at half-maximal effect
Target sequence (P17405 47-631 limits assumed): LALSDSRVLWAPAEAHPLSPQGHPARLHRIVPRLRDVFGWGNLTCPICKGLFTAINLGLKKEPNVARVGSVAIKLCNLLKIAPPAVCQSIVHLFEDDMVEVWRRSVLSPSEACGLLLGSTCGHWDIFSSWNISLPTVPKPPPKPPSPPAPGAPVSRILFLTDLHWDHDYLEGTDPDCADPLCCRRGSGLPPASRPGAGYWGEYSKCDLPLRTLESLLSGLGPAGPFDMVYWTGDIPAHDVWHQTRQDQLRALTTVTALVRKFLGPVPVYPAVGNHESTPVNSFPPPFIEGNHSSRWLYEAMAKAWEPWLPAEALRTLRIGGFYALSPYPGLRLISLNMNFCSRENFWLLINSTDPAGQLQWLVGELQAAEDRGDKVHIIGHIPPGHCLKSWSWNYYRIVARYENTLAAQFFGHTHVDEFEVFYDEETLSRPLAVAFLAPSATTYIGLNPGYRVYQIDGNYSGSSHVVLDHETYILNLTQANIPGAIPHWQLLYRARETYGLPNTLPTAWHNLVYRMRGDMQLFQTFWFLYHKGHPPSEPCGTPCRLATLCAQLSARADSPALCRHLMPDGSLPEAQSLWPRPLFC
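Fluorescence read-out (Ex 386 nm, Em 447 nm) after stopping the reaction at pH 10. Enzyme: ASM from human placenta; substrate HMU-PC0, 9 uM final; 60 min, 37 °C. Compound preincubation 10 min, ambient temperature.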
Tb PFK block: inhibitors of T. brucei phosphofructokinase; O15648; T. brucei PFK, ADP-Glo luminescence; Potency, µM (series often up to 57.5 µM), without a hit: at the highest dose activity, negative = inhibition, actives largely listed as inhibitors; 0.17% of 330,000 active; AID 485367;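 also: potency is read from the fitted curve at half-maximal effect; 0% = uninhibited 1x PFK enzyme wells and -100% = no-enzyme wells; nearly all actives have a fitted effect of over 60% in size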
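PFK 1.25 nM, F6P 0.5 mM, ATP 0.1 mM, 0.1 M TEA pH 8.0, 5 mM MgCl2, 0.01% Tween20, 0.1% BSA; 45 min RT. ADP-Glo readout. qHTS titration up to 57 uM; curves fitted, compounds curve-classed.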
a7 integrin act: integrin-mediated muscular dystrophy alleviation activation. 0.064% of 350,000 active. AID 624291. Potency, µM (doses to about 38.3 µM), inactives show at the highest dose activation, hits mostly activators. alpha7betagal myoblasts, beta-gal FDG fluorescence, 48 h;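 also: potency is read from the fitted curve at half-maximal effect; 100% = response of the positive control SU9516; nearly all actives have a fitted effect of over 60% in size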
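alpha7betagal+/- myoblasts (passage 13, 250/well) treated 48 h at 37C with compounds at 1:260 dilution of DMSO stock. Lysed, then beta-galactosidase activity read as FDG fluorescence (ex 480/em 540) after 30 min, with pre-read for autofluorescence.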
B2AR arrestin: beta2AR (human) beta-arrestin recruitment activity; P07550; beta-arrestin recruitment to beta2AR, cell-based reporter; Potency, µM (series often up to 46.1 µM), for inactives: at the top dose activation, most hits filed as activators; 0.02% of 330,000 active;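 also: potency is read from the fitted curve at half-maximal effect; 0% = DMSO controls and full agonism = EC100 isoproterenol or metaproterenol; nearly all actives have a fitted effect of over 65% in size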
BCR signal inh: inhibitors of chronic active B-cell receptor signaling; ABC-DLBCL IkBa-CBG/CBR reporter, luminescence ratio, 4 h; Potency, µM (top dose mostly 46.1 µM), inactives show top-dose ratio change, negative = lower green/red ratio, hits mostly inhibitors; 0.05% of 340,000 active; AID 493014; active = well fitted inhibition curve with a large enough effect in the signal ratio, with a control signal flat, not every such curve was filed as active; inconclusive = small, poorly fitted or top-dose-only effect, or effect the other way, or a change in a side signal; the % refers to the signal ratio;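 also: potency is read from the fitted curve at half-maximal effect; plate controls were basal doxycycline-induced cells for no effect and cells given 10 µM MG132 for full effect; MG132 reads +100%, hits lower the ratio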
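Concentration-response series (up to 46 uM) were applied to TMD8 dual-reporter cells for 4 h at 37C with doxycycline. Green/red ratio, after filter-overlap correction, defined %Activity; red signal alone was normalised to basal cells and zero luminescence.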
GALK inh: blocks human galactokinase activity; 0.007% of 270,000 active; P51570; AID 1868; Potency, µM (top dose mostly 57.5 µM), inactives show at the highest dose activity change, negative = inhibition, usual class: inhibitors; Purified GALK, Kinase-Glo residual ATP luminescence; also: potency is read from the fitted curve at half-maximal effect; % is scaled to controls: 0 for no effect and ±100 for the full control effect
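Galactose (100 uM) and ATP (35 uM) were turned over by 5 nM GALK for 1 h at RT. Kinase-Glo Plus then converted the remaining ATP into a luminescent signal.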
TSG101-PTAP inh: blocks PTAP/TSG101 interaction to inhibit HIV-1 budding. 340,000 tested, under 10 active. Fluorescence polarization, FITC-PTAP peptide / Tsg101 binding. Potency, µM (doses to about 115 µM), without a hit: top-dose activity change, negative = inhibition, usual class: inhibitors. AID 493005. Q99816; active = well fitted inhibition curve with a large enough effect in the main read-out, with a control signal flat, not every such curve was filed as active; inconclusive = small, poorly fitted or top-dose-only effect, or effect the other way, or a change in a side signal; inactive = no such curve, though single readings can be large or run the other way; also: potency is read from the fitted curve at half-maximal effect; % of control where 0% means no effect
Target sequence (Q99816 whole entry, looked up): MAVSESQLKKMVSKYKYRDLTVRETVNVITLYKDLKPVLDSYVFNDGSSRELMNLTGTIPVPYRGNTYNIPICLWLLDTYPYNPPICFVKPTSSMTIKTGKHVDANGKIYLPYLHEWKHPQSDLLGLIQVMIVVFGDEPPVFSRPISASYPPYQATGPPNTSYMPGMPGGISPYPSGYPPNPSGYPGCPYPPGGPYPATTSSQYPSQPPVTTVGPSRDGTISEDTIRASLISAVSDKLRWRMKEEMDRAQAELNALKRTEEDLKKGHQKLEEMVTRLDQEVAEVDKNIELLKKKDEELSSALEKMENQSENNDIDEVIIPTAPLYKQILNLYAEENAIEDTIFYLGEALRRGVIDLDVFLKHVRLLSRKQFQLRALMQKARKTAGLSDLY
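Fluorescence anisotropy tracks displacement of a FITC-tagged PTAP peptide (50 nM) from the Tsg101 binding domain (10 uM), following a 20 min room-temperature incubation at pH 7.5.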
Giardia kill: Giardia lamblia killing. Giardia lamblia trophozoite viability. activity change, % at 7.66 µM, hits read low. 0.15% of 340,000 active. AID 540267; in the data active = activity change below about -80%; inconclusive = between about -30% and that limit;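 also: parasites exposed to compound for two days anaerobically before the ATP read; % is scaled to controls: 0 for no effect and ±100 for the full control effect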
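Anaerobic 48 hrs incubation at 37 deg C of 100 trophozoites/well with test compounds; ATPLite 1-Step luminescence, 15-30 min RT, reports cellular ATP as viability.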
Menin MLL FP TR: menin-MLL binding inhibition, Texas Red mutant peptide; O00255; Potency, µM (titrated, usually from 61.6 µM), for inactives: top-dose FP activity change, negative = inhibition, most hits filed as inhibitors; Menin + Texas Red MLL mutant peptide, fluorescence polarization; 0.23% of 270,000 active; active = well fitted inhibition curve with a large enough effect in the polarisation, with a control signal flat, not every such curve was filed as active; inconclusive = small, poorly fitted or top-dose-only effect, or effect the other way, or a change in a side signal; inactive = no such curve, though single readings can be large or run the other way; the % refers to the polarisation; also: potency is read from the fitted curve at half-maximal effect; % of control where 0% means no effect; many of its hits are not listed in these tables
PKM2 act: activators of human pyruvate kinase M2 | P14618 | purified PKM2, Kinase-Glo ATP luminescence, activation; response scale: 0% is enzyme alone, no compound | Potency, µM (top dose mostly 57.5 µM), for inactives: at the highest dose activation, hits mostly activators | 0.34% of 260,000 active | AID 1631; also: potency is read from the fitted curve at half-maximal effect; % is scaled to controls: 0 for no effect and ±100 for the full control effect; nearly all actives have a fitted effect of over 55% in size
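hPK-M2, >95% pure; 0.1 mM ADP / 0.5 mM PEP final; imidazole pH7.2 buffer w/ 7 mM MgCl2, 50 mM KCl; 1 h RT; Kinase-Glo lum. Intermediate enzyme activity for dual inhibitor/activator qHTS.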
Active calls of the source: *; i = inactive; ? = inconclusive; . = no result given; [ ] = dose if it differs, or a comment. Unless noted, calls follow the shape of the dose curve; as a rule, active = well fitted curve in the direction sought with a large enough effect; inconclusive = small, poorly fitted or top-dose-only effect, or another doubt; inactive = no such curve, though single readings can be large; an effect the other way counts as inactive or inconclusive.

SMILES	Coupling enz	ASM inhibitor	Tb PFK block	a7 integrin act	B2AR arrestin	BCR signal inh	GALK inh	TSG101-PTAP inh	Giardia kill	Menin MLL FP TR	PKM2 act
Cc1cc(C(=O)c2ccc(C(C)(C)C)cc2)c(NC(=O)CCl)s1	-3	-15%	1%	-50%[inhibitor]	-0.2%	-1%	-4%	-4%	-10	6%	5%
CCn1c(COc2ccc(Cl)c(C)c2)nnc1SCC(=O)N1CCCC1	-1	-2%	-1%	2%	-0.3%	-3%	0%	-4%	-5	1%	-6%
O=C(NC1CCCCC1)C1CCCN(c2nnnn2-c2ccccc2)C1 (stereo unspecified)	1	8%	0%	18%[7.66 µM]	-0.1%	13%	-3%	-8%	2	0%	-9%
Fc1c(F)c(F)c(NC2=NCCCCC2)c(F)c1F	1	-10%	0%	40%	-0.3%	3%	9%	1%	?	1%	.
CC(=O)c1cccc(NC(=O)C(C)OC(=O)c2cc(=O)[nH]c3ccccc23)c1 (stereo unspecified)	.	9%	0%	28%	0.0%	-16%	.	-2%	0	.	.
O=C(NCCc1ccccc1)C1CCN(S(=O)(=O)c2ccc(-n3cnnn3)cc2)CC1	-1	-2%	-3%	2%	0.7%	5%	7%	-3%	-10	4%	-6%
O=C(OCCc1ccccc1)c1cc(O)c(O)c(O)c1	.	-3%	-22%	-26%	0.1%	?	.	2%	18	.	.
Cc1noc(NS(=O)(=O)c2ccc(NC(=O)/C=C/c3ccc(Br)cc3)cc2)c1C	.	-4%	9%	-15%	-0.1%	?	-10%	0%	16	.	.
N=C1c2c(cc(=O)n3c2[nH]c2ccccc23)CN1CCN1CCOCC1	2	i	-2%	13%	0.0%	0%	8%	0%	1	-23%	?
Cc1ccc(-c2nnc(N3CCN(CCO)CC3)c3ccccc23)cc1	-1	-1%	1%	10%	0.4%	-17%	0%	-1%	-1	?	-2%
COc1ccc(C/C(C)=N/NC(=O)c2ccc(Cl)cc2)cc1	-1	2%	-2%	?	-0.1%	?	9%	2%	-15	-9%	0%
CCOC(=O)N1CCN(C(=S)NC(=O)c2nn(C)cc2Br)CC1	-2	0%	1%	-20%	0.0%	-2%	0%	-1%	31[activator]	-10%	-31%
Cc1ccc(C2=NC(C)(C)NC2=O)cc1	1	2%	-3%	3%	0.1%	14%	-1%	-1%	22	1%	-4%
CNc1nnc(-c2ccco2)s1	-1	4%	1%	?	4.5%	?	.	-1%	11	.	19%
Cc1cc(C)nc(NC(=O)NS(=O)(=O)Nc2ccc(Br)cn2)n1	2	1%	0%	5%	-0.5%	-4%	-2%	0%	-2	10%	4%
COc1ccc(C(=O)/C=C2/c3ccccc3CC(C)(C)N2C)cc1OC	-18	-14%	0%	14%	-1.0%	-12%	1%	-1%	-9	-5%	2%
COc1cc(CN(C(=O)c2ccco2)C2CCS(=O)(=O)C2)cc(OC)c1OC (stereo unspecified)	-2	2%	-1%	11%	0.3%	3%	-1%	-6%	-7	5%	-10%[0.46 µM]
CCOC(=O)c1sc(Nc2nc3c(OC)cccc3s2)cc1C	-10	241%[activator]	9%	-36%	-0.7%	?	-2%	-1%	-5	?	2%
O=C(CSCc1ccc(F)cc1)NCc1cccs1	2	-2%	-2%	16%	-0.2%	-17%	6%	-3%	-3	-14%	1%
Cc1cc(NC(=O)CSc2nnnn2-c2ccccc2)no1	3	1%	-4%	-23%	0.0%	6%	-1%	-4%	-5	12%	2%
COc1ccc(NC(=O)c2ccc3ccccc3c2)cc1	-2	-1%	-4%	-2%	-0.1%	-18%	2%	-4%	-4	6%	-1%
N#Cc1cn(CCCOc2ccccc2)c2ccccc12	2	0%	4%	11%	-0.2%	?	-2%	-6%	2	0%	2%
CCOC(=O)c1c(NC(C)=O)sc(C(=O)NC2CCCC2)c1C	7	-2%	0%	-7%	0.2%	-4%	13%	-1%	5	-1%	.
Cc1nc(-c2ccc(C(=O)Nc3cccc(Br)c3)cc2)cs1	-2	-8%	-2%	0%	-0.6%	?	-1%	-11%	-20	?	-18%
COc1ccc(OC)c(C(=O)c2coc3ccc(O)c(CN(C)C)c23)c1	0	-1%	-1%	-21%	-0.5%	-2%	3%	-2%	31[activator]	-9%	1%
Cc1ccc2nc3c(c(C(=O)OC4CCOC4=O)c2c1)CCCC3 (stereo unspecified)	0	3%	2%	5%	-1.2%	5%	9%	-1%	2	4%	.
CC1CCCC(C)N1C(=O)COc1ccccc1F (stereo unspecified)	-3	-1%	3%	8%	0.0%	2%	-1%	-2%	-6	3%	2%
Cc1[nH]c2ccccc2c1-c1ccc(Cl)nn1	-1	-3%	-2%	15%	0.0%	-4%	10%	-1%	11	9%	-2%
COc1ccc(/C=N/OCC(=O)N=Nc2c(O)[nH]c3ccc(Br)cc23)cc1OC	-3	-16%	-1%	14%	-0.2%	-7%	1%	-4%	-11	9%	1%
CC1CCCC(C)N1C(=O)Cn1nnc(-c2ccccc2)n1 (stereo unspecified)	-1	-2%	-2%	-17%	-0.1%	-5%	-1%	-4%	-1	5%	.
N#CC1(c2ccccc2)CCC(=O)N1c1ccccc1 (stereo unspecified)	2	-2%	1%	9%	-0.9%	-1%	11%	-1%	7	.	0%
CCN1CCN(C(=O)Cn2nc(C)c3sc4ccccc4c3c2=O)CC1	-1	0%	23%	?	0.0%	-1%	7%	-3%	-5	-2%	.
COc1ccc([C@@H]2[C@@H]3C(=O)N(C(C)(C)C)C(=O)[C@@H]3[C@]3(Cc4ccc(Cl)cc4)C(=O)N(c4cccc(F)c4)C(=O)N23)cc1	.	-1%	13%	10%	0.2%	7%	.	-7%	-29	.	.
O=C(c1cccc(F)c1)N1CCCC(C(=O)N2CCCCCC2)C1 (stereo unspecified)	1	3%	0%	5%	-0.2%	1%	2%	-3%	11	6%	.
CCN1CCN(c2ncc(C(=O)Nc3ccccc3C(=O)OC)c3ccccc23)CC1	.	28%	4%	-62%[inhibitor]	-0.1%	-4%	-1%	-9%	-20	-17%	-1%
O=C(NCc1ccccc1Cl)c1ccc(CS(=O)Cc2ccc(Cl)cc2)o1 (stereo unspecified)	.	-2%	2%	-21%	0.2%	-9%	0%	-1%	10	.	.
Cn1nnnc1NCc1ccccc1F	0	-6%	3%	0%	0.6%	7%	4%	-5%	0	-5%	1%
CCSc1ncc(C#N)c(=O)[nH]1	-2	3%	-3%	2%	-0.5%	16%	4%	-4%	-1	-3%	-11%
Cc1ccc(S(=O)(=O)N2CCN(C(=O)COC(=O)CCOc3cc(C)ccc3C)CC2)cc1	.	-1%	-5%	-21%	-0.2%	-1%	.	-1%	5	.	.
CC(OC(=O)c1nn(C)c(=O)c2ccccc12)C(=O)NCc1ccc2c(c1)OCO2 (stereo unspecified)	3	-3%	-6%	3%	0.3%	-1%	1%	-7%	11	0%	1%
c1ccc2sc(SCSc3nc4ccccc4s3)nc2c1	-4	0%	1%	-6%	0.2%	1%	6%	-4%	4	.	2%
COc1ccc(-c2cc(C(F)(F)F)nc(SCC(N)=O)n2)cc1	5	0%	-16%	-8%	-0.2%	-19%	-1%	-9%	34[activator]	?	1%
Cc1oc(-c2ccccc2)nc1C(=O)N1CCN(c2ccc(F)cc2)CC1	0	-3%	3%	-13%	-0.3%	-9%	-2%	2%	11	-1%	-8%
COc1cc(/C=N/NC(=O)c2ccncc2)ccc1OCC(=O)Nc1cccc([N+](=O)[O-])c1	0	1%	?	16%	-0.7%	6%	6%	-9%	22	8%	2%
Cc1cc(C)cc(NC(=S)N(CCN(C)C)Cc2cccs2)c1	4	5%	3%	24%	-0.7%	25%	-2%	1%	10	-9%	16%
O=c1cc(CSc2n[nH]c(-c3ccncc3)n2)nc2sccn12	-1	3%	21%	0%	0.1%	-3%	-2%	-4%	-9	?	-5%
CCN(CC)CCNC(=O)Cn1nc(Cc2ccncc2)c2ccccc2c1=O	1	1%	-3%	?	0.1%	-1%	3%	-6%	7	-7%	.
CN(C)CCNC(C(=O)Nc1cccc(S(=O)(=O)N2CCOCC2)c1)c1ccccc1 (stereo unspecified)	.	3%	1%	-12%	-0.9%	5%	.	0%	8	.	.
Cc1ccc(NS(=O)(=O)c2ccc3c(c2)CC(=O)N3)c(C)c1	-4	-2%	1%	-6%	0.5%	-4%	.	-7%	20	12%	?
COc1cc(C(=O)NCc2cccc(Cl)c2)ccc1OCC(=O)N1CCOCC1	.	3%	?	9%	-0.3%	?	.	-2%	-11	.	.

Only part of the results is shown, so the mix of outcomes need not match the whole.
